ELG1 DNA repair: qHTS screen for small molecules that inhibit ELG1-dependent DNA repair in human embryonic kidney (HEK293T) cells expressing luciferase-tagged ELG1. HEK293T ELG1-luciferase reporter, luminescence, 16 h; DNA damage induced by 5-fluorouridine. Potency, µM (top dose mostly 46.1 µM), inactives show at the top dose activity change, negative = inhibition, most hits filed as inhibitors. 330,000 compounds, 2.3% hits. AID 504467, 2011; also: potency is read from the fitted curve at half-maximal effect; % is scaled to controls: 0 for no effect and ±100 for the full control effect; nearly all actives have a fitted effect of over 55% in size
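Luminescence from the luciferase reporter, measured 30 min after ONE-Glo reagent at room temperature, was the read-out. Beforehand, 2,000 cells per well were exposed for 16 hr at 37 °C to 5-fluorouridine together with compound or vehicle.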
Rab9 prom act: qHTS Assay for Rab9 Promoter Activators; 320,000 compounds, 2.8% hits; Potency, µM (titrated, usually from 9.22 µM), for inactives: at the top dose activation, negative = inhibition, actives largely listed as activators; Huh7 Rab9 promoter-luciferase reporter, luminescence, 24 h; also: potency is read from the fitted curve at half-maximal effect; % of control where 0% means no effect; nearly all actives have a fitted effect of over 60% in size
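Luminescence read-out: Huh7 cells stably expressing Rab9-luciferase, treated 24 h with compound at 37 °C, then lysed with luciferase reagent for 10 min at ambient before reading.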
PKM2 act: qHTS Assay for Activators of Human Muscle isoform 2 Pyruvate Kinase | 260,000 compounds, 0.34% hits | Pyruvate kinase PKM (Homo sapiens), P14618 | purified PKM2, Kinase-Glo ATP luminescence, activation; response scale: 0% is enzyme alone, no compound | Potency, µM (titrated, usually from 57.5 µM), for the others: at the top dose activation, hits mostly activators; also: potency is read from the fitted curve at half-maximal effect; % is scaled to controls: 0 for no effect and ±100 for the full control effect; nearly all actives have a fitted effect of over 55% in size
Target sequence (P14618 whole entry, looked up, canonical isoform): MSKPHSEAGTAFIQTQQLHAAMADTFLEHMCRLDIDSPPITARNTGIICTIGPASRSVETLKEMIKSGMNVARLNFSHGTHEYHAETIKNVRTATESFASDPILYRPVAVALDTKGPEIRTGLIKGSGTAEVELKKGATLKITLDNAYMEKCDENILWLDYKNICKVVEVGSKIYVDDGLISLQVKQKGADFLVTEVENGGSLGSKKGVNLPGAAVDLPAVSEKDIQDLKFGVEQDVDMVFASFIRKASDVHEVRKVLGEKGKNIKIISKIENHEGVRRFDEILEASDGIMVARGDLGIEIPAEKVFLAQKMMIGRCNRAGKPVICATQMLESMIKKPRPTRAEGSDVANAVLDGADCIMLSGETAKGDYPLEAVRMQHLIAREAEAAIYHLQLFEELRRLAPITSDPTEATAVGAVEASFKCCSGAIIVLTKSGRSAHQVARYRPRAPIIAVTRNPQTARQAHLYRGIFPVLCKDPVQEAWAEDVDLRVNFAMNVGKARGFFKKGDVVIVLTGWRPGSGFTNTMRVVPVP
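Purified hPK-M2 (>95%) run at intermediate activity with 0.1 mM ADP and 0.5 mM PEP in 50 mM imidazole pH 7.2, KCl, MgCl2; 1 h room temperature. ATP formed read by Kinase-Glo luminescence; normalized to uninhibited and no-enzyme controls.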
RORg inh: qHTS for inhibitors of ROR gamma transcriptional activity. Nuclear receptor ROR-gamma (Mus musculus), P51450. Drosophila S2 Gal4-RORgamma UAS-luciferase reporter, 20 h. Potency, µM (highest dose often 53.6 µM), without a hit: at the highest dose activity change, negative = inhibition, actives largely listed as inhibitors. 310,000 compounds, 5.4% hits. AID 2551, 2010; also: potency is read from the fitted curve at half-maximal effect; % is scaled to controls: 0 for no effect and ±100 for the full control effect; nearly all actives have a fitted effect of over 60% in size
Target sequence (P51450 whole entry, looked up, the tested form may be a part): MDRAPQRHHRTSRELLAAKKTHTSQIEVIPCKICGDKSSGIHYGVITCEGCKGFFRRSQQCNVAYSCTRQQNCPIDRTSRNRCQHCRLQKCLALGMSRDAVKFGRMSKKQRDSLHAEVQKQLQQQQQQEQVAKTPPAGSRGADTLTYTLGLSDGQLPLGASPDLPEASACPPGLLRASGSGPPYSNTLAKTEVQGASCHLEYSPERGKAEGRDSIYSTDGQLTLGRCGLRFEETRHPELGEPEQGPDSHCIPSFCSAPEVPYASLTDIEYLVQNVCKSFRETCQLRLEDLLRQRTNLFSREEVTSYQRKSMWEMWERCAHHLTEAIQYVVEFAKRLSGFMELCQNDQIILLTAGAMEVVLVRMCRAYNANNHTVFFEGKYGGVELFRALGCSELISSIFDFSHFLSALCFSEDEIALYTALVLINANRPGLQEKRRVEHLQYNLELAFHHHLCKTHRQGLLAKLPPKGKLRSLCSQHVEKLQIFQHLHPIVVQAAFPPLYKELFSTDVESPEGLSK
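Drosophila S2 cells stably expressing Gal4-DBD/mouse RORγ fusion under metallothionein promoter plus UAS-luciferase; compound 1 h, then 700 uM CuSO4 induction for 20 h at ambient temperature; inhibition read as reduced luminescence.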
MBNL1-CUG inh: qHTS Assay for Inhibitors of MBNL1-poly(CUG) RNA binding. 280,000 compounds, 0.036% hits. TR-FRET MBNL1-His/biotin-(CUG)12 binding, 665/545 ratio. Potency, µM (highest dose often 57.5 µM), for inactives: at the top dose activity change, negative = inhibition, usual class: inhibitors. Muscleblind-like protein 1 (Homo sapiens), Q9NR56; active = well fitted inhibition curve with a large enough effect in the signal ratio, with a control signal flat, not every such curve was filed as active; inconclusive = small, poorly fitted or top-dose-only effect, or effect the other way, or a change in a side signal; inactive = no such curve, though single readings can be large or run the other way; the % refers to the signal ratio; also: potency is read from the fitted curve at half-maximal effect; % is scaled to controls: 0 for no effect and ±100 for the full control effect
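TR-FRET between His-tagged MBNL1 and biotin-(CUG)12 RNA, detected with Tb anti-His antibody (0.055 ng/ul) and streptavidin-XL665 (5 nM), 60 min at room temperature. Compounds titrated 92 nM to 58 uM; 665/545 nm ratio normalized to buffer and complex controls.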
Gal4-VP16 FLuc: VP16 counterscreen qHTS for inhibitors of ROR gamma transcriptional activity; Drosophila S2 Gal4-VP16 UAS-luciferase, luminescence, 20 h; Potency, µM (series often up to 53.6 µM), for inactives: at the top dose activity, negative = inhibition, actives largely listed as inhibitors; 310,000 compounds, 3.5% hits; AID 2546, 2010;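 also: Gal4-VP16 expression switched on by copper sulfate through the metallothionein promoter; potency is read from the fitted curve at half-maximal effect; % is scaled to controls: 0 for no effect and ±100 for the full control effect; nearly all actives have a fitted effect of over 50% in size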
KCNH2 3.1 block: qHTS for Inhibitors of KCHN2 3.1: Mutant qHTS. Potassium voltage-gated channel subfamily H member 2, brain isoform KCNH2 3.1 (human). U2OS KCNH2 3.1, thallium flux FluxOr; hits give low values. activity change, % (tested at about 1.8 µM). 340,000 compounds, 0.95% hits. AID 720553, 2013;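 active = maximum activity change below -70%; inconclusive = maximum activity change from -70% to -50%; inactive = maximum activity change above -50%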;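 also: thallium influx rate constant from kinetic fluorescence after stimulation buffer; % is scaled to controls: 0 for no effect and ±100 for the full control effect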
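Virally transduced U2OS (3.1 isoform, 4 h infection in dark at RT) → overnight 37 C → FluxOr + Red40 in HBSS/HEPES, 45 min → stimulation buffer, 2 min kinetic read → rate constant vs DMSO controls.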
FLuc modulator: qHTS profiling assay for firefly luciferase inhibitor/activator using purifed enzyme and Km concentrations of substrates (counterscreen for miR-21 project); purified FLuc, Km substrates, luminescence inhibition; Luciferin 4-monooxygenase (Photinus pyralis), P08659; Potency, µM (highest dose often 57.5 µM), for the others: at the highest dose activity change, negative = inhibition, most hits filed as inhibitors; 360,000 compounds, 6.9% hits; AID 588342, 2011;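 also: potency is read from the fitted curve at half-maximal effect; plate controls were vehicle for no effect and reference inhibitor for full effect; nearly all actives have a fitted effect of over 55% in size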
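Purified P. pyralis luciferase, 10 nM final, with Km-level 10 uM D-luciferin and 10 uM ATP in 50 mM Tris acetate pH 7.5, 10 mM Mg acetate, 0.01% Tween-20, 0.05% BSA; 6-point qHTS titration about 60 µM downward; luminescence read.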
Mito fusion yeast: qHTS Assay for Small Molecule Inhibitors of Mitochondrial Division or Activators of Mitochondrial Fusion. Potency, µM (top dose mostly 46.1 µM), for the others: at the top dose growth rescue (activation), hits mostly activators. S. cerevisiae fusion-defective mutant growth rescue, CellTiterGlo 48 h. AID 485298, 2010. 320,000 compounds, 0.23% hits;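 also: potency is read from the fitted curve at half-maximal effect; % of control where 0% means no effect; nearly all actives have a fitted effect of over 45% in size; temperature-sensitive fusion mutants such as fzo1-1 at 37 °C on non-fermentable ethanol glycerol medium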
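Compounds are tested for their ability to restore growth of mitochondrial fusion-defective yeast strains at non-permissive 37C in YPEG medium over 48 hours. Viability is quantified by luciferase luminescence.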
Menin MLL FP TR: qHTS Assay for Inhibitors Targeting the Menin-MLL Interaction in MLL Related Leukemias: Competition With Texas Red Labeled MLL-derived Mutant Peptide; Menin + Texas Red MLL mutant peptide, fluorescence polarization; O00255; 270,000 compounds, 0.23% hits; Potency, µM (highest dose often 61.6 µM), without a hit: at the highest dose FP activity change, negative = inhibition, usual class: inhibitors; AID 1768, 2009; active = well fitted inhibition curve with a large enough effect in the polarisation, with a control signal flat, not every such curve was filed as active; inconclusive = small, poorly fitted or top-dose-only effect, or effect the other way, or a change in a side signal; inactive = no such curve, though single readings can be large or run the other way; the % refers to the polarisation; also: potency is read from the fitted curve at half-maximal effect; % of control where 0% means no effect; many of its hits are not listed in these tables
NPC1 prom act: qHTS Assay for NPC1 Promoter Activators; Huh7 NPC1 promoter luciferase reporter, 24 h; Potency, µM (highest dose often 9.22 µM), for inactives: at the highest dose activation, actives largely listed as activators; 320,000 compounds, 2.4% hits; AID 485313, 2010;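 also: potency is read from the fitted curve at half-maximal effect; % of control where 0% means no effect; nearly all actives have a fitted effect of over 60% in size; reporter is driven by a mutant NPC1 promoter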
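Cells: Huh7 expressing luciferase under the NPC1 promoter, 1500/well. Seeded 2 h, compound added, incubated 24 h at 37 °C. Luciferase reagent, 10 min ambient, then luminescence.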
Starred values were filed as active, the others as inactive; ? = inconclusive; nt = not tested or not shown; [ ] = remark or other dose. Unless noted, calls follow the shape of the dose curve; as a rule, active = well fitted curve in the direction sought with a large enough effect; inconclusive = small, poorly fitted or top-dose-only effect, or another doubt; inactive = no such curve, though single readings can be large; an effect the other way counts as inactive or inconclusive. An excerpt, so the mix of outcomes need not match the whole.

Values run as follows: Menin MLL FP TR, Mito fusion yeast, ELG1 DNA repair, MBNL1-CUG inh, Gal4-VP16 FLuc, NPC1 prom act, PKM2 act, KCNH2 3.1 block, RORg inh, Rab9 prom act, FLuc modulator
O=C(CN1CC=C(c2ccccc2)CC1)Nc1c(Cl)cccc1Cl
  -13%, 22%, -9%, 7%, -4%, 0%, -3%, -9, -11%, -1%, 5%
Cc1ccc(CCN2CC(C(=O)N3CCC4(CC3)OCCO4)CC2=O)cc1 (stereo not given)
  -24%, 0%, 19%, 8%, -4%, -2%, -6%, 0, -2%, 6%, 3%
Cc1nccn1Cc1ccc(Cl)nc1
  -3%, -2%, 1%, -8%, -9%, -1%, -10%, 18, 0%, 3%, -2%
O=C(CN1C2CCC1CC(O)(c1cccnc1)C2)Nc1ccc2c(c1)OCO2 (stereo not given)
  4%, -1%, 3%, -3%, nt, -1%, -2%, -1, -12%[0.365 µM], 2%, 2%
CC1CCCC(NC(=O)CNC(=S)N2CC3CC(C2)c2cccc(=O)n2C3)C1C (stereo not given)
  1%, -13%, -12%, -6%, 0%, 5%, nt, -2, -17%, 0%, 0%
COc1ccccc1N1CCN(S(=O)(=O)CCNC(=O)CCCc2ccccc2)CC1
  nt, 2%, ?, nt, nt, 8%, nt, 5, nt, 14%, -1%
C/C(=N\N1CCCCCC1)c1c(O)n(C2CCCCC2)c(=O)[nH]c1=O
  nt, 4%, 0%, nt, 4%, 3%, -4%, -6, 15%, -3%, ?
Cc1ccc(C(=O)c2cc(Br)ccc2N)cc1
  11%, -3%, ?, 1%, 0%, -6%, 1%, 1, -8%, 1%, ?
CCCCN1C(=O)C(C2c3ccccc3C(=O)N2Cc2ccccc2)C(=O)NC1=S (stereo not given)
  ?, -2%, -8%, -5%, -2%, 3%, 2%, -3, 3%, -2%, 0%
CC(=Nc1ccccc1N)c1c(O)n(C)c(=O)[nH]c1=O
  1%, -3%, ?, -2%, -8%, 0%, 5%, 11, 11%, -3%, -7%
CCCCOP(=O)(c1ccc(N(C)C)cc1)C(O)c1c(Cl)cccc1Cl (stereo not given)
  ?, 4%, -13%, -8%, -4%, -5%, nt, -10, -3%, 1%, 1%
CCOP(=O)(OCC)C(NC(=O)c1ccc(Cl)cc1)=C(Cl)Cl
  9%, -1%, -3%, -6%, -3%, -3%, -4%, 9, -2%, 5%, 10%
CC(=O)NC1CC2CCC(C1)N2 (stereo not given)
  18%, -2%, 2%, 0%, ?, -4%, 4%, -19, -4%, 1%, -2%
Cc1ccc(-c2nc3ccccc3c(=O)n2-c2ccncc2)cc1
  6%, -3%, -3%, ?, -10%, -1%, -1%, 5, 2%, 10%, -1%
CCC(C)NC(=O)c1c(N)n(CC2CCCO2)c2nc3ccccc3nc12 (stereo not given)
  0%, 16%, 21µM*, ?, -15%, -3%, -1%, 0, 13%[10 µM], 4%, 3%
CCOC(=O)C1(CCc2ccccc2)CCN(Cc2ccc(NC(C)=O)cc2)CC1
  -7%, -4%, -25%, ?, -5%, 10%, 0%, -6, -1%, -2%, 0%
COc1ccc(Nc2ncc(C(=O)N3CCC4(CC3)OCCO4)c3ccccc23)cc1
  17%, -5%, -30%, 14%, 0%, -2%, -3%, 6, 9%, -1%, -9%
CSc1nc(N2CCN(C)CC2)c2ccccc2n1
  -15%, -16%, -8%, -3%, -4%, -1%, -1%, 10, -18%, -5%, -2%
Cc1nn(Cc2ccccc2)c(C)c1C(=O)O
  -1%, -2%, -3%, -8%, -5%, 1%, 6%, 10, 35%, -8%, 0%
CN1CCN(c2ncc(C=O)s2)CC1
  -3%, 14%, -3%, ?, 2%, -2%, 3%, ?, 38%, 0%, -2%
Cc1cc(OC(=O)c2ccco2)c2c3c(c(=O)oc2c1)CCC3
  -14%, 2%, -15%, -6%, ?, 1%, -3%, 9, 12%, -2%, 0%
CC(C)c1oc(=O)cc2c1[C@@H](O)[C@H]1OC(=O)[C@@]3(C)C[C@@H](O)[C@@H](O)[C@@]2(C)C13 (stereo not given in full)
  0%, 5%, ?, ?, -18%, -36%[inhibitor], -21%, -10, -32%, -42%[inhibitor], 1%
COc1ccc(OC(=O)N(C)C)c(CN(C)C)c1
  2%, -1%, -2%, 3%, 5%, -4%, 3%, -5, -7%, 3%, 0%
Cn1cccc1/C=C1/C(=O)NC(=S)N(Cc2ccc(F)cc2)C1=O
  nt, -7%, -1%, 17%, -16%, -5%, -32%, -12, -11%, 13%, ?
CN(Cc1ccc(OC(F)F)cc1)Cc1nc2c(Br)cc(Br)cc2c(=O)[nH]1
  5%, -9%, ?, 9%, 13µM*, 1%, 3%, -29, 3.2µM*, 0%, -18%
Cn1cnnc1Sc1cc(N2CCNCC2)ccc1[N+](=O)[O-]
  nt, -1%, 6%, ?, 1%, -5%, 2%, -19, -1%, -2%, -1%
CN1CCN(c2ccc(Cl)cc2N)CC1
  0%, 9%, 18%, 1%, -3%, -1%, 1%, -13, -6%, -2%, -12%
Cn1cnc2cc(NC(=O)c3ccc(Cl)cc3)ccc21
  10%, 1%, ?, -17%, -4%, 2.8µM*, 1%, -1, 7%, 2.8µM*, 12µM*
Cn1ccc(NC(=O)CCl)n1
  -18%, -9%, -1%, -23%, 4.5µM*, -6%, 1%, -7, 5µM*, -7%, -1%
Fc1ccccc1-c1n[nH]c(=S)n1Cc1ccccc1
  13%, -8%, -9%, -1%, 11µM*, 0%, nt, -9, 7.1µM*, 4%, -2%
O=C(Nc1ccc(Br)cc1)c1nn(C23CC4CC(CC(C4)C2)C3)cc1Br
  -19%, -2%, 10%, 3%, 0%, -2%, -1%, -5, -4%, -1%, -3%
CCCCN1C(=O)NC(=O)C2(Cc3c(nc4ccccn4c3=O)N3CCc4ccccc4C32)C1=O (stereo not given)
  -5%, 22%, ?, 8%, -13%, 0%, 0%, 0, -9%[10 µM], 6%, 9%
C=CCn1c(=O)c(C=Nc2c(OC)cccc2[N+](=O)[O-])c(O)n(CCCC)c1=O
  11%, -5%, -21%, 17%, -6%, -6%, -1%, 6, ?, -3%, -1%
COC(=O)C(O)(c1ccc(N(C)C(=O)c2ccc(Cl)c(Cl)c2)cc1)C(F)(F)F (stereo not given)
  1%, 9%, ?, -2%, -4%, 1%, 3%, -6, 32%, -6%, 4%
O=C(c1ccc(Cl)cc1)C1CCCN(Cc2ccon2)C1 (stereo not given)
  -12%, -6%, 4%, -7%, 8%, -5%, 1%, -3, 0%, -4%, 0%
CCOC(=O)c1c(NC(=O)c2c(N)n(CCCOC)c3nc4ccccc4nc23)sc2c1CCCC2
  ?, 4%, 16%, 10%, ?, -2%, 18%, -71*, ?, 5%, -1%
COC(=O)c1cn(S(=O)(=O)c2ccccc2)c2ccccc12
  53%[activator], 2%, -4%, -4%, -7%, -6%, nt, 2, -22%, -2%[1.84 µM], ?
